FLuc modulator: qHTS profiling assay for firefly luciferase inhibitor/activator using purifed enzyme and Km concentrations of substrates (counterscreen for miR-21 project). Luciferin 4-monooxygenase (Photinus pyralis), P08659. purified FLuc, Km substrates, luminescence inhibition. 360,000 tested, 6.9% active. Potency, µM (series often up to 57.5 µM), without a hit: at the top dose activity change, negative = inhibition, actives largely listed as inhibitors; active means well fitted inhibition curve with a large enough effect; inconclusive means small, poorly fitted or top-dose-only effect;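 further: plate controls were vehicle for no effect and reference inhibitor for full effect; nearly all actives have a fitted effect of over 55% in size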
Target sequence (P08659 whole entry, looked up): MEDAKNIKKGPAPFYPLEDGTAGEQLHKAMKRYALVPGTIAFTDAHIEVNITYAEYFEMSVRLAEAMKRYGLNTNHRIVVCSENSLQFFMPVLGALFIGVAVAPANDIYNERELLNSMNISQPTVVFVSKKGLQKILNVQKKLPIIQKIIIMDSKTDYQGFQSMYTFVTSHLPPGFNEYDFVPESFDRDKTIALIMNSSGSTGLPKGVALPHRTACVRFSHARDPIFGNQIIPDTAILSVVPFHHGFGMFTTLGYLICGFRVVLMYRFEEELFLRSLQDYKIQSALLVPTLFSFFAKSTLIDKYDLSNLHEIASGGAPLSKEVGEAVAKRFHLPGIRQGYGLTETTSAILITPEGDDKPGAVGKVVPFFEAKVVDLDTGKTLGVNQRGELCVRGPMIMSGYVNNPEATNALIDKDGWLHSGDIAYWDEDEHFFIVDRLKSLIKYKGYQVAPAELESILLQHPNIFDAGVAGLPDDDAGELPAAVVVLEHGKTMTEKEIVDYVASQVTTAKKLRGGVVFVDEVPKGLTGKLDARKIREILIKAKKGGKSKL
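Purified P. pyralis luciferase, 10 nM final, with Km-level 10 uM D-luciferin and 10 uM ATP in 50 mM Tris acetate pH 7.5, 10 mM Mg acetate, 0.01% Tween-20, 0.05% BSA; 6-point qHTS titration about 60 µM downward; luminescence read.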
* = called active by the depositor; ? = inconclusive. Potency means the concentration at half of the fitted maximal effect. Only part of the results is shown; the hit share may differ from the screen's.

The opening 19 records as a preview:
SMILES	FLuc modulator
Cc1ccc2[nH]cc(C(c3ccccc3)c3cccs3)c2c1 (configuration not stated)	-9%
CC(=O)N1CCC(N(C(=O)Nc2ccc(C)c(F)c2)C(C)C)CC1	-8%
Cc1ccc(NC(=O)CSc2nc(C3CCCC3)nc3c2c(=O)n(C)c(=O)n3C)c(C)c1	0%
O=C(NCCc1ccc(Cl)cc1)c1ccc(CS(=O)(=O)c2ccc(Cl)cc2)o1	-22%
O=S(=O)(c1cccc(F)c1)N1CCC(c2nc3ccccc3s2)CC1	-5%
COc1ccc(C2=Nc3ccc(C)cc3NC(c3ccc(Cl)cc3)=N2)cc1	-9%
Cc1ccc(C)c(N2CCN(C(=O)Cn3cnc4nc5c(cc4c3=O)CCCC5)CC2)c1	-14%
Cc1c(C(=O)OC2CCCCCC2)[nH]c2c1C(=O)CC(c1ccc(N(C)C)cc1)C2 (configuration not stated)	-6%
CC(C)(C)c1ccc(C(=O)NCC(c2cccnc2)N2CCc3ccccc3C2)cc1 (configuration not stated)	?
O=C(NCCS(=O)(=O)N1CCN(c2ccccc2F)CC1)c1ccccc1C(F)(F)F	-7%
CCOc1ccc(NC(=O)C(=O)NCCc2csc3nc(-c4ccccc4F)nn23)cc1	4%
Cc1cc(C)c(NS(=O)(=O)c2cc(-c3onc(C)c3C)ccc2C)c(C)c1	-3%
COC(=O)c1c(NC(=O)c2cc(=O)c3ccc(C)c(C)c3o2)sc2c1CCCC2	6%
Cc1ccc(CNC(=O)Cn2c3ncccc3c(=O)n2-c2ccc(C)cc2)cc1	-7%
Cc1cccc(Nc2nnc(-n3nc(C)cc3C)c3ccccc23)c1	?
CCCCN(CC)CCCNC(=O)Cn1ncc2c3ccccc3n(Cc3ccc(F)cc3)c2c1=O	1%
Cc1nc2c(C(=O)O)cnn2c(C)c1Cc1ccccc1	?
Cc1ccc(OCC(=O)OC2=C(C(=O)c3ccccc3)N(C)S(=O)(=O)c3ccccc32)cc1	3%
Cc1ccc(-n2nc3ccc(NC(=O)Cc4ccc(Cl)cc4)cc3n2)cc1	-1%

Results, previewed entries included:
SMILES	FLuc modulator
Cc1ccc2[nH]cc(C(c3ccccc3)c3cccs3)c2c1 (configuration not stated)	-9%
CC(=O)N1CCC(N(C(=O)Nc2ccc(C)c(F)c2)C(C)C)CC1	-8%
Cc1ccc(NC(=O)CSc2nc(C3CCCC3)nc3c2c(=O)n(C)c(=O)n3C)c(C)c1	0%
O=C(NCCc1ccc(Cl)cc1)c1ccc(CS(=O)(=O)c2ccc(Cl)cc2)o1	-22%
O=S(=O)(c1cccc(F)c1)N1CCC(c2nc3ccccc3s2)CC1	-5%
COc1ccc(C2=Nc3ccc(C)cc3NC(c3ccc(Cl)cc3)=N2)cc1	-9%
Cc1ccc(C)c(N2CCN(C(=O)Cn3cnc4nc5c(cc4c3=O)CCCC5)CC2)c1	-14%
Cc1c(C(=O)OC2CCCCCC2)[nH]c2c1C(=O)CC(c1ccc(N(C)C)cc1)C2 (configuration not stated)	-6%
CC(C)(C)c1ccc(C(=O)NCC(c2cccnc2)N2CCc3ccccc3C2)cc1 (configuration not stated)	?
O=C(NCCS(=O)(=O)N1CCN(c2ccccc2F)CC1)c1ccccc1C(F)(F)F	-7%
CCOc1ccc(NC(=O)C(=O)NCCc2csc3nc(-c4ccccc4F)nn23)cc1	4%
Cc1cc(C)c(NS(=O)(=O)c2cc(-c3onc(C)c3C)ccc2C)c(C)c1	-3%
COC(=O)c1c(NC(=O)c2cc(=O)c3ccc(C)c(C)c3o2)sc2c1CCCC2	6%
Cc1ccc(CNC(=O)Cn2c3ncccc3c(=O)n2-c2ccc(C)cc2)cc1	-7%
Cc1cccc(Nc2nnc(-n3nc(C)cc3C)c3ccccc23)c1	?

Shown with each value named: entries from further up.
> CC(=O)N1CCC(N(C(=O)Nc2ccc(C)c(F)c2)C(C)C)CC1
  FLuc modulator: -8%

> Cc1ccc(NC(=O)CSc2nc(C3CCCC3)nc3c2c(=O)n(C)c(=O)n3C)c(C)c1
  FLuc modulator: 0%

Continued.
SMILES	FLuc modulator
CCCCN(CC)CCCNC(=O)Cn1ncc2c3ccccc3n(Cc3ccc(F)cc3)c2c1=O	1%
Cc1nc2c(C(=O)O)cnn2c(C)c1Cc1ccccc1	?
Cc1ccc(OCC(=O)OC2=C(C(=O)c3ccccc3)N(C)S(=O)(=O)c3ccccc32)cc1	3%
Cc1ccc(-n2nc3ccc(NC(=O)Cc4ccc(Cl)cc4)cc3n2)cc1	-1%
Cc1cccc(NC(=O)Cn2c(=O)n(-c3ccccc3Cl)c(=O)c3c(C)c(C(=O)N(C)C)sc32)c1	2%
O=C(NC1CCCCC1)c1ccc2c(c1)sc1nc(-c3ccc(F)cc3)cn12	-5%
COc1ccc(Cl)cc1NC(=O)c1cc2c(s1)-c1ccccc1OC2	7%
CC(=O)c1ccc(NC(=O)c2cc(C)nn2-c2ccccc2)cc1	6%
Cc1cc(C)c(Cn2c3ccccc3c3cnn(CC(=O)NCCCc4ccccc4)c(=O)c32)c(C)c1	4%
Cc1cc(-c2ccccc2)n2nc(-c3ccccc3)cc2n1	-17%
CCC(C)OC(=O)/C(C#N)=C\c1ccc(-c2ccccc2Cl)o1 (configuration not stated)	?
Cc1ccc(Cl)c2c1N[C@@H](c1ccc(C(=O)O)cc1)[C@H]1CC=C[C@@H]21	?
Cc1cc(C)c(NC(=O)Cn2cc(S(=O)(=O)Cc3ccccc3F)c3ccccc32)c(C)c1	-1%
CCc1nnc(SCC(=O)Nc2cc(Cl)c(OC)cc2OC)c2cc3oc(C)cc3n12	0%
CN(CC(=O)Nc1ccc(OC(F)(F)F)cc1)S(=O)(=O)c1ccc2c(c1)CCC(=O)N2	-3%
Cc1sc2ncn(CC(=O)N3CCN(c4ccccc4)CC3)c(=O)c2c1S(=O)(=O)N1CCC(C)CC1	-13%
COc1ccccc1CNC(=O)CCCN1C(=O)CCn2nc(-c3cn(C)c4ccccc34)cc21	-8%
Cc1cc(C)c2c(CC(=O)Nc3ccc(S(=O)(=O)N4CCCC(C)C4)cc3)coc2c1 (configuration not stated)	-3%
CCn1nc(C)c2c(-c3ccccc3)cc(=O)n(C(C)C(=O)NCCc3ccccc3)c21 (configuration not stated)	-15%
COc1cc(NC(=O)CN2CCCN(Cc3cccc(F)c3)S2(=O)=O)cc(OC)c1	0%
COc1ccccc1NC(=O)Cn1nnc(C(=O)Nc2ccccc2Br)c1N	-2%
Cn1cc(C(=O)NCc2ccccc2Cl)c(=O)c2cc(S(=O)(=O)N3CCCCCC3)ccc21	2%
CCc1ccccc1NC(=O)c1oc(=O)c2ccccc2c1-c1ccccc1	-2%
O=S(=O)(NCc1nc2cccnc2n1Cc1ccc(F)cc1)c1ccc(Cl)s1	-8%
CCOc1cccc(C(=O)Nc2cc(-c3ccc(C)cc3)no2)c1	-2%
COc1ccc(-n2c(-c3ccc(C)cc3)cc3c2CC(C)(C)CC3=O)cc1Cl	-2%
Cc1nc(C)c(-c2ccc(SCC(=O)Nc3ccc(F)c(F)c3)nn2)s1	?
COc1ccc2c(C)c(CCC(=O)NCc3cccc(Cl)c3)c(=O)oc2c1	-2%
Cc1ccc(C2C=C(c3ccc(Cl)cc3)Nc3nc(NC(=O)CCC(=O)O)nn32)cc1 (configuration not stated)	-1%
COc1ccc(Cl)cc1NC(=O)[C@H]1O[C@@H]2OC(C)(C)O[C@@H]2[C@H]2OC(C)(C)O[C@H]21	-4%
CCOc1ccc(-n2nc(CO)c(C(=O)NCc3cccc(OC)c3)n2)cc1	15µM*
O=C(CN1C(=O)C2CCCCN2c2ccc(C(=O)N3CCCC3)cc21)NCc1ccccc1 (configuration not stated)	-2%
COc1ccc2oc(=O)cc(CN3CCN(c4ccccc4F)CC3)c2c1	-3%
Cc1ccc(C)c(NC(=O)C(Cc2ccccc2)n2cccc2)c1 (configuration not stated)	1%
Cc1ccc(-n2c(/C=C/c3c(C)n(C)c4ccccc34)nc3ccccc3c2=O)cc1	-2%
Cc1cc(C)cc(NS(=O)(=O)c2ccc3c(c2)OCC(C(=O)N2CCCC2)O3)c1 (configuration not stated)	-16%
COc1ccc(Cn2ccc3nc(C)c(C(=O)Nc4ccc(OC(F)(F)F)cc4)cc3c2=O)cc1	1%
Cc1ccc(C)c(CSC2=NC(C)(C)Nc3ccccc32)c1	-12%
COc1ccc(CNC(=O)C2=C(C)C(=O)OC23CCN(C(C)=O)CC3)cc1	-3%
Cc1cccc(OCc2nc(CC(=O)Nc3ccc(C)cc3C)cs2)c1	-11%
CCOc1ccc(NC(=O)Cn2cnc3c(oc4ccccc43)c2=O)cc1	?
Cc1cccc(CNC(=O)CCCN2C(=O)CCn3nc(-c4cccn4C)cc32)c1	-3%
CCN1C(=O)c2ccccc2Sc2ccc(NC(C)=O)cc21	4%
CCCCCN1C(C(=O)c2ccccc2)=C(NC(=O)c2ccc(OC)cc2)c2ccccc2S1(=O)=O	1%
Cc1ccc(NS(=O)(=O)c2c(C)nc3sc(C)cn3c2=O)c(C)c1	-8%
Cc1ccc(S(=O)(=O)C(CNC(=O)C(=O)NCCc2ccc(Cl)cc2)c2cccs2)cc1 (configuration not stated)	-10%
COc1ccc(-c2onc(C)c2C)cc1S(=O)(=O)Nc1ccc(OC(F)(F)F)cc1	?
CC(=O)c1cccc(Nc2c3c(nc4nc(-c5cccs5)nn24)CCCC3)c1	?
COc1cccc(/C=C/c2onc(C)c2S(=O)(=O)N2CCC(C(=O)N3CCCCC3)CC2)c1	-7%
Cc1ccc(NC(=O)c2oc3ccc(S(=O)(=O)N4CCCCC4)cc3c2C)c(C)c1	1%
COc1ccccc1NC(=O)CSc1oc(-c2cccs2)nc1S(=O)(=O)c1ccc(Br)cc1	-2%
Cc1c(C(=O)NCCc2ccccc2)cccc1-n1cnc2cccnc21	-10%
CCOc1ccc(-c2oc3ccccc3c(=O)c2O)cc1OCC	?
Cc1cc(C)nc(-n2nc(C)c3c2NC(=O)CC3c2cccc(O)c2)n1 (configuration not stated)	-2%
CCc1ccc(NS(=O)(=O)c2ccc3[nH]c4c(c3c2)CCCCCC4)cc1	?
O=C1c2[nH]nc(-c3ccccc3O)c2C(c2cccc(Cl)c2)N1Cc1cccnc1 (configuration not stated)	-16%
Cc1ccc(NC(=O)N2CCC(CN3CCCCC3)CC2)c(Cl)c1	0%
CCOc1ccc(NC(=O)CC2C(=O)N(c3cccc(C)c3)C(=O)N2Cc2cccs2)cc1 (configuration not stated)	1%
COc1cccc(Nc2nc(-c3ccccc3)c3cc(C)ccc3n2)c1	0%
COc1ccc(C2c3c(n(C)c4ccccc34)C(=O)N2CC(=O)Nc2ccc(C)c(Cl)c2)cc1 (configuration not stated)	-11%
(cont.)
SMILES	FLuc modulator
CCOC(=O)c1sc(NC(=O)c2nc(SCC)ncc2Cl)c(C(=O)OCC)c1C	2%
CCOc1ccc(C2c3c(oc4ccc(C)cc4c3=O)C(=O)N2CCCN2CCOCC2)cc1 (configuration not stated)	3%
CSc1ncc(Cl)c(C(=O)Nc2c(C(=O)c3ccc(C)cc3)oc3ccccc23)n1	0%
CCc1ccccc1NC(=O)CC1NCCNC1=O (configuration not stated)	-2%
COc1cn(CC(=O)Nc2cc(C)cc(C)c2)c(CN2CCCCC2)cc1=O	0%
CCOc1ccc(N(Cc2ccccc2)C(=O)c2nc(SC)ncc2Cl)cc1	-13%
Cc1ccc(NC(=O)C2=CC(c3ccc4c(c3)OCO4)=NS(=O)(=O)N2C)cc1	-1%
COc1ccc(C)cc1NC(=O)c1cc(S(=O)(=O)N2CCC(C)CC2)ccc1F	4%
CCN(c1ccccc1)S(=O)(=O)c1nnc(NC(=O)c2ccccc2)s1	2.4µM*
CCOC(=O)c1ccc(NC(=O)CSc2c3c(nc4cc(Cl)ccc24)CCCC3)cc1	-10%
CC(=O)c1ccc(NC(=O)Cn2cc(S(=O)(=O)Cc3cccc(Cl)c3)c3ccccc32)cc1	-1%
Cc1cc(C)cc(-n2ccn(Cc3ccccc3C)c(=O)c2=O)c1	-1%
COc1ccc(C(=O)Nc2ccc3oc(-c4cccc5c(Br)cccc45)nc3c2)cc1	1%
Cc1c(C(=O)Nc2cccc(Cl)c2)oc2ccc(S(=O)(=O)N(C)C3CCCCC3)cc12	0%
CCOc1ccccc1NC(=O)Cn1c2ncccc2c(=O)n1-c1ccc(C)c(C)c1	-1%
Cc1cccc(NC(=O)C2CCC(CNS(=O)(=O)c3ccc(Br)s3)CC2)c1 (configuration not stated)	-13%
Cc1ccc(OCCCC(=O)Nc2sc3c(c2C(N)=O)CCC(C)C3)cc1 (configuration not stated)	0%
COc1ccc(C(=O)N=c2sc3cc(Cl)ccc3n2C)cc1	-13%
Nc1ccc2oc(Cc3ccc(Cl)cc3)nc2c1	?
COc1ccc2c(c1)c(=O)c(C(=O)c1ccc(C)cc1)cn2Cc1ccccc1F	-10%
O=C(Nc1ccc(OC(F)(F)F)cc1)c1noc2c1CCCC2	?
CCC(=O)Nc1ccccc1C(=O)OCc1cc(=O)n2cc(C)sc2n1	-1%
Cc1cc(Sc2ccc(Cl)cc2)nc2ccccc12	?
COc1ccc(Cn2ccn(Cc3cccc(Cl)c3)c(=O)c2=O)cc1	-1%
CCOCCCNC(=O)C(c1ccccc1)N(Cc1ccc2c(c1)OCO2)C(=O)c1ccc(NC(C)=O)cc1 (configuration not stated)	0%
Cc1c(C(=O)N(C)C)sc2c1c(=O)n(-c1ccc(Cl)c(Cl)c1)c(=O)n2CC(=O)Nc1cccc(C(F)(F)F)c1	0%
COc1ccccc1CNC(=O)C(Cc1ccccc1)NS(=O)(=O)c1ccc2c(c1)oc(=O)n2C (configuration not stated)	-2%
Cc1ccc2c(=O)c(C(=O)c3ccc(F)cc3)cn(CC(=O)Nc3ccc4c(c3)OCCO4)c2n1	4%
O=C(NCCc1ccc(Cl)cc1)c1c2c(nc3ccccc13)C(=O)N(C1CCCCC1)C2	?
CC(=O)Nc1ccc(NC(=O)c2cc3sccc3n2Cc2ccc(F)cc2)cc1	-8%
Cc1ccc(NC(=O)c2c(NC(=O)C(F)(F)F)sc3c2CCCCC3)cc1	11µM*
Cc1ccc(NC(=O)CCN2CCN(CCO)CC2)cc1C	-1%
